MITF TRPM1 HTS: activators of MITF-driven TRPM1 promoter reporter, primary screen, cell-based, SK-MEL-5, luciferase, single point; activation, % at 12.5 µM; SK-MEL-5 TRPM1-promoter luciferase, 24 h; % of positive control, neutral wells = 0; AID 588334, 2011; 300,000 compounds, 0.75% hits;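 active = mean activation of at least 80% with every replicate also reaching 80%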;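 also: 0% = neutral control wells and 100% = parthenolide positive control wells; values of inactives mirror those of a sister screen read the other way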
SR-BI DiI inh: inhibitors of SR-BI mediated HDL lipid uptake, primary screen, ldlA[mSR-BI] cells, fluorescence, single point; Scavenger receptor class B member 1 (Mus musculus), Q61009; ldlA[mSR-BI] CHO cells, DiI-HDL uptake fluorescence, 3 h; inhibition, % at 12.5 µM; 320,000 compounds, 0.96% hits;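 active = mean replicate inhibition of at least 70% and a set share of replicates each scoring 70 or more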;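 also: 0% = median of neutral control wells and 100% = median of positive control wells; values of inactives mirror those of a sister screen read the other way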
Target sequence (Q61009 whole entry, looked up): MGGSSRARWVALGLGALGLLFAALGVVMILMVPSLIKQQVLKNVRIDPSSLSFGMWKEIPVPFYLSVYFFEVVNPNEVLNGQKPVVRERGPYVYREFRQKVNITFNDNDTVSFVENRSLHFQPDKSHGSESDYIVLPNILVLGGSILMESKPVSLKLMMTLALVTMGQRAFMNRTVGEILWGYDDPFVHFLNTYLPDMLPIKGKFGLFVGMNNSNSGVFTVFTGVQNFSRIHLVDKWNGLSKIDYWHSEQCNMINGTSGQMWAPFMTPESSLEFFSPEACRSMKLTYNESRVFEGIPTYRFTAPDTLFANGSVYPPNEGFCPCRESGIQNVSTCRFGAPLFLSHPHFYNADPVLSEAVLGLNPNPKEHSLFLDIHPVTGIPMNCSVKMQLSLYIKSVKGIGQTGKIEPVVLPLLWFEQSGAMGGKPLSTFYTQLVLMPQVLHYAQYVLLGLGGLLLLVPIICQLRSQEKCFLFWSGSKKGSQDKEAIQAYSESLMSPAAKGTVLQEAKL
PKA-R1A activ: activators of PKA-R1A holoenzyme, primary screen, biochemical, fluorescence polarization, Cy5-IP20, bovine R1A, mouse PKAc; activation, % at 11.4 µM; 340,000 compounds, 0.083% hits; cAMP-dependent protein kinase type I-alpha regulatory subunit (Bos taurus) + …; PKA-R1A dissociation; scaled: DMSO 0%, 113 µM cGMP 100%;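 active = percent activation above the mean of all tested compounds plus 3 SD, cut at about 19% in these data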;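 also: higher means more PKAc released from R1A so a rise in polarization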
CDK5 inh: inhibitors of human CDK5/p35 kinase, primary screen, biochemical, single concentration; Cyclin-dependent kinase 5 (Homo sapiens) + Cyclin-dependent kinase 5 activator 1 (Homo …; Recombinant CDK5/p35, ADP-Glo luminescence, 60 min; inhibition, % at 10 µM; 330,000 compounds, 0.01% hits; AID 488839, 2010;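 active = highest replicate inhibition of at least 50% and at least 75% of replicates reaching 50%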;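 also: plate controls were DMSO neutral control for no effect and GW8510 at 10 µM for full effect; many of its hits are not listed in these tables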
Pemphigus Ab inh: inhibitors of pemphigus antibody binding to DSG3, primary screen, biochemical, bead-based, flow cytometry, scFv-GFP; Desmoglein-3 (Homo sapiens), P32926; binding (percent of control), % at 10 µM; 310,000 compounds, 0.48% hits; DSG3-coupled beads, scFv-anti-DSG3-GFP binding; stronger effect = lower value;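 active = binding more than 3 SD below its plate's average and above zero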; also: some compounds called inactive have numbers as strong as hits
Mot1-301 SUMO: yeast Mot1-301 growth rescue at high temperature, primary screen, SUMOylation pathway inhibitor project, S. cerevisiae, ATP luminescence, 38.5C. S. cerevisiae Mot1-301 growth rescue; percent above DMSO median, 100 means doubled. growth rescue, % at 18.8 µM. 320,000 compounds, 1% hits. AID 2716, 2010;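 active = every valid replicate shows activation above 250% relative to neutral control wells; inactive = the rest, any valid replicate at or below 250%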;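 also: OY570 slx delta 5 strain wells were the positive control but not used for scaling; some compounds called inactive have numbers as strong as hits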
SR-BI DiI-HDL act: activators of SR-BI mediated DiI-HDL uptake, primary screen, ldlA[mSR-BI] CHO cells, DiI fluorescence; 3 h; 100 = double the neutral-control signal; AID 504775, 2011; activation, % at 12.5 µM; 320,000 compounds, 0.096% hits;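 active = mean replicate activation of at least 60% and every replicate at or above 60%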;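 also: 0% = median plate neutral-control signal and 100% = twice that signal; values of inactives mirror those of a sister screen read the other way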
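System: CHO ldlA[mSR-BI] cells / Medium: HEPES-buffered (25 mM, pH 7.4) F12 plus 0.5% BSA / Probe or stimulus: labelled HDL, 10 µg/mL / Doses: single compound concentration, delivered by pin transfer / Schedule: 3 h, 37 °C / Measured by: DiI fluorescence, bottom read / Measure: cell-associated DiI fluorescence as measure of HDL uptake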
Arrestin-AP2 inh: inhibitors of beta-arrestin/AP2 binding, primary screen, biochemical, GPCR trafficking, flow cytometry | FITC-arrestin peptide / GST-AP2 beads; AP2 beta2 appendage carries R879A mutation | 340,000 compounds, 0.31% hits | beta-arrestin 1 C-terminal peptide binding to AP2 beta2-adaptin appendage (human) | inhibition, % at 10 µM;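 active = inhibition above a set limit, near 3 SD of compounds lacking own fluorescence, cut at about 54% in these data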;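 also: plate controls were DMSO wells for no effect and 5 µM unlabelled arrestin peptide for full effect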
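test system = AP2 appendage R879A on GSH beads | buffer or medium = PBS plus Tween 20 (0.05%) and BSA (0.1%) | incubation = 12 min plus 1 h, RT | detection = bead flow cytometry, FITC channel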
dFosB activator: activators of delta FosB homodimer, primary screen, biochemical, fluorescence polarization, TAMRA-CDK5 oligo, single point | activation, % at 25 µM | purified delta FosB; percent of positive-control signal above neutral wells | AID 493131, 2011 | Protein FosB (Mus musculus), P13346 | 340,000 compounds, 0.99% hits;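 active = mean activation above about 17%, with every replicate also reaching it, limit read from the data, passing the limit was not always enough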;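 also: fluorescence polarization rise as delta FosB binds a TAMRA Cdk5 AP-1 oligo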
Target sequence (P13346 whole entry, looked up): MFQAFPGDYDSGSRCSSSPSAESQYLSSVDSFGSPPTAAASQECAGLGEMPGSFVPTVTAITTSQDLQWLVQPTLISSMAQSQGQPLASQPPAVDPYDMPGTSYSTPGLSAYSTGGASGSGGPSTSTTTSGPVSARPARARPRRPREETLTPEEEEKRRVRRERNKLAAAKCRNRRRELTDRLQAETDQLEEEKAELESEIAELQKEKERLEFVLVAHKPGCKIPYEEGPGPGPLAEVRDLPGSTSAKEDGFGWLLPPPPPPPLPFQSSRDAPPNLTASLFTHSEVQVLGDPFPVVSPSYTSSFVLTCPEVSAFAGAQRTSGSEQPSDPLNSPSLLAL
PKA-R2B activ: activators of PKA-R2B holoenzyme, primary screen, biochemical, fluorescence polarization, Cy5-IP20, human; cAMP-dependent protein kinase catalytic subunit beta (Homo sapiens) + cAMP-dependent …; PKA-R2B holoenzyme dissociation; R2B truncated from residue 108, S112A mutant; 0% DMSO only, 100% 113 µM cGMP; activation, % at 11.4 µM; 340,000 compounds, 0.079% hits; AID 504700, 2011;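 active = activation above a cutoff set at the mean over all compounds plus 3 SD, cut at about 18% in these data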;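 also: higher means more holoenzyme dissociation and a rise in polarization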
NSD2 inh: NSD2 histone methyltransferase inhibitors, primary screen, biochemical, AlphaScreen, single concentration, set 2 | Histone-lysine N-methyltransferase NSD2 (Homo sapiens), O96028 | NSD2 peptide methylation, 120 min | inhibition, % at 12.5 µM | 310,000 compounds, 0.54% hits | AID 743445, 2014; in the data active = inhibition above about 50%
* marks the source's active call; other numbers are inactive results; . = not tested or not shown.

The first two compounds as a preview:
SMILES | MITF TRPM1 HTS | SR-BI DiI inh | PKA-R1A activ | CDK5 inh | Pemphigus Ab inh | Mot1-301 SUMO | SR-BI DiI-HDL act | Arrestin-AP2 inh | dFosB activator | PKA-R2B activ | NSD2 inh
O=C1c2ccccc2C(=O)N1CCCP(=O)(O)CCc1ccccc1 | -1 | -23 | -1 | -0.4 | 114 | 6 | 23 | 2 | 4 | -8 | 19
Cc1ccc(/C=C2\SC(=S)N(CC(=O)Nc3cccnc3)C2=O)cc1 | 5 | -13 | 1 | 1.0 | 78 | -10 | 13 | 0 | 3 | -5 | 0

Main list, from the first entry:
SMILES | MITF TRPM1 HTS | SR-BI DiI inh | PKA-R1A activ | CDK5 inh | Pemphigus Ab inh | Mot1-301 SUMO | SR-BI DiI-HDL act | Arrestin-AP2 inh | dFosB activator | PKA-R2B activ | NSD2 inh
O=C1c2ccccc2C(=O)N1CCCP(=O)(O)CCc1ccccc1 | -1 | -23 | -1 | -0.4 | 114 | 6 | 23 | 2 | 4 | -8 | 19
Cc1ccc(/C=C2\SC(=S)N(CC(=O)Nc3cccnc3)C2=O)cc1 | 5 | -13 | 1 | 1.0 | 78 | -10 | 13 | 0 | 3 | -5 | 0
CCN(CC)CCCNCC(=O)Nc1cc(C)on1 | -7 | -14 | 6 | 0.0 | 101 | . | 14 | 27 | 3 | 0 | -2
COc1ccccc1CC(=O)Nc1ccc(NC(=O)c2cccs2)cc1 | 31 | 29 | 0 | -2.6 | 102 | 5 | . | -11 | 17* | 1 | 4
O=[N+]([O-])c1ccc2nc(-c3ccccc3)[nH]c2c1 | 103* | 16 | -2 | -0.5 | 100 | . | -16 | 31 | 0 | 8 | -2
N#C/C(=C/c1cn[nH]c1-c1ccc(Br)cc1)C(=O)O | -13 | -27 | -4 | 0.0 | . | . | 27 | 10 | -6 | 6 | 1
COc1ccccc1-n1c(CNC(=O)c2ccco2)nnc1SCC(=O)Nc1cc(C)ccc1C | 5 | 19 | -10 | 0.2 | 93 | -13 | -19 | 10 | 1 | -14 | .
C[C@@H](C(=O)Nc1ccc2ccccc2c1)[C@@H]1C[C@@]1(C)[C@@H](NC(=O)c1ccccc1)c1ccccc1 | 2 | 11 | 2 | -1.3 | 101 | 18 | -11 | 9 | -4 | -5 | .
S=C(c1cn(CCOc2cccc3ccccc23)c2ccccc12)N1CCCC1 | -12 | 25 | -3 | -1.7 | 110 | -12 | -25 | 8 | 27* | -1 | -2
CCOC(=O)c1ccc(S(=O)(=O)Nc2cc(C(=O)O)ccc2Cl)cc1 | -5 | -29 | 1 | 1.7 | 110 | 129 | 29 | 9 | -9 | -4 | 0
O=[N+]([O-])c1ccc(O)c(-c2cc(C(F)(F)F)nc(-c3ccccc3)n2)c1 | -89 | -3 | 14 | -0.5 | 77 | -10 | 3 | 16 | 1 | 8 | -2
O=C(c1ccccc1)N1CCC(c2nc3c(nnn3Cc3ccccc3Cl)c(=O)[nH]2)CC1 | -12 | -37 | 4 | -3.4 | 101 | -15 | 37 | -10 | -7 | 8 | 2
COc1ccc(-c2cc(C(=O)N3CCN(Cc4ccc5c(c4)OCO5)CC3)on2)cc1OC | -2 | 41 | -7 | 1.0 | 101 | 3 | -41 | 3 | -9 | -20 | 2
Cn1c(O)c(N=NC(=O)CNC(=O)c2ccccc2)c2ccccc21 | 3 | . | 3 | -1.0 | -36* | -17 | . | -4 | 4 | 9 | 2
COc1ccc(S(=O)(=O)N2CCOCC2)cc1NC(=O)CCOc1ccc(C(C)(C)C)cc1 | 5 | -18 | -3 | -0.8 | 102 | . | 18 | 2 | -3 | -4 | 3
CCCCC(=O)Nc1c(-c2cccc(OC)c2)c(=O)c2ccccc2n1C | -8 | 1 | 2 | 1.8 | 103 | 13 | -1 | 6 | 3 | -11 | 0
CCOC(=O)c1cnc(-n2nc(C)cc2C)nc1Nc1cccc(C(=O)O)c1 | -3 | -23 | -4 | -2.4 | 106 | -24 | 23 | 2 | -11 | 7 | 0
CCOC(=O)c1cc(NC(=O)c2ccccc2)c(=O)oc1-c1ccccc1 | . | 25 | -1 | 1.3 | 100 | 203 | -25 | 12 | -2 | -4 | -1
CCOc1ccc(NC(=O)N(C2CCCCCC2)C2CCN(C(C)=O)CC2)cc1 | 8 | . | -5 | -1.2 | 99 | 218 | . | 4 | -4 | 0 | .
O=C(NC(C(=O)c1ccccc1)N1CCOCC1)c1ccccc1 (configuration not stated) | 0 | -5 | -2 | . | . | 7 | 5 | 5 | 3 | 5 | -3
O=C(CC1(O)C(=O)Nc2ccccc21)c1ccccc1O (configuration not stated) | -13 | -5 | -10 | 2.1 | 98 | 8 | 5 | 4 | 11 | -3 | -4
O=C(c1ccc(NS(=O)(=O)c2ccccc2)cc1)N1CCCCCC1 | 0 | 19 | 6 | -0.4 | 121 | -15 | -19 | 18 | -6 | -3 | -1
O=C(Nc1cc(Cl)ccc1O)c1snnc1-c1ccccc1 | -9 | 2 | 2 | 0.0 | . | -1 | -2 | -10 | -9 | -4 | 0
CCCCN1C(=O)C(=O)N(CC(=O)Nc2ccc(C(N)=O)cc2)C1=O | 5 | -13 | -4 | 1.8 | 106 | 0 | 13 | 5 | 2 | -1 | -1
Cc1nn(CC(=O)N2CCc3ccccc3C2)c(C)c1[N+](=O)[O-] | -4 | -15 | 0 | -0.3 | 99 | -1 | 15 | 9 | 1 | -6 | .
Cc1ccc(NC(=O)C2CCN(S(=O)(=O)c3ccc4c(c3)CCCC(=O)N4)CC2)c(Br)c1 | -7 | 2 | -7 | -0.1 | . | 50 | -2 | 11 | -4 | -16 | -2
CCO[C@@H]1OC(C(=O)N2CCOCC2)=C[C@H](C)[C@H]1CCCO | 10 | 34 | 1 | 2.9 | 102 | 80 | -34 | 3 | 0 | -1 | .
Nc1nc(N)nc(-c2cc([N+](=O)[O-])ccc2O)n1 | -12 | -10 | -1 | 1.2 | 92 | -6 | 10 | 19 | 10 | -1 | .
COc1ccc(C(=O)NNC(=O)c2ccc3ccccc3c2)cc1 | -3 | 12 | 2 | -0.7 | 96 | . | -12 | -12 | 5 | -6 | -1
CC(Sc1ccccc1)C(=O)Nc1cccc(N(C)S(C)(=O)=O)c1 (configuration not stated) | 2 | 0 | -5 | -0.6 | . | 1 | 0 | 1 | 2 | 1 | -1
CC(C)Sc1nnc([C@H](Cc2ccccc2)NC(=O)OC(C)(C)C)o1 | . | -5 | . | -0.6 | 99 | -4 | 5 | 45 | -7 | . | -1
Cc1nc(Sc2nnnn2C)c2c3c(sc2n1)CCC3 | -86 | -8 | 2 | -0.4 | 92 | -6 | 8 | 2 | 6 | 1 | 2
Cc1cc(=O)oc2cc(OC(C)C(=O)Nc3nccs3)ccc12 (configuration not stated) | . | . | 8 | -0.9 | . | 4 | . | 8 | -8 | 1 | 0
O=C(Nc1ccccc1)C1=C[C@H](c2ccc(Br)cc2)C[C@H](OCc2ccc(CO)cc2)O1 | 12 | 49 | -1 | 1.3 | 105 | 175 | -49 | 0 | 5 | -8 | .
O=C(Cn1cc(C(F)(F)F)cc(Cl)c1=O)Nc1cccc(Cl)c1 | -4 | -3 | 5 | 2.7 | 112 | -2 | 3 | 4 | 6 | 0 | -1
COc1ccc(S(=O)(=O)Nc2ncccc2C)c2ccccc12 | 0 | -6 | -12 | -0.8 | 101 | -11 | 6 | 11 | 4 | -8 | 11
COCCn1c(C)cc(C(=O)COC(=O)c2[nH]c(C)c(C(C)=O)c2C)c1C | -1 | 60 | 3 | 0.6 | 86 | 10 | -60 | -4 | 0 | 2 | -1
CCOc1ccc(N2C(=O)CC(n3ccc(C)n3)C2=O)cc1 (configuration not stated) | . | 0 | 1 | -0.8 | . | . | 0 | 0 | -2 | -5 | 2
O=C(CSc1n[nH]c(=O)[nH]c1=O)NC1CC1 | -2 | -12 | -2 | 0.1 | 94 | 11 | 12 | 8 | -4 | 6 | 0
O=C(CN1C(=O)NC2(CCCCC2)C1=O)NCc1ccc2c(c1)OCO2 | 0 | 13 | -5 | -1.0 | 104 | 76 | -13 | 4 | 6 | -10 | -1
COc1cc(C(=O)N2CCN(C/C=C/c3ccccc3)CC2)cc(OC)c1C | 0 | 33 | -7 | -2.6 | 105 | 2 | -33 | 1 | -7 | -5 | 2
Cc1cccc(OCc2nnc(N)s2)c1 | 8 | -2 | -8 | 0.6 | 120 | -1 | 2 | -3 | -10 | -2 | -1
COc1cc(C(=O)NCc2cccc3ccccc23)ccc1OCc1ccccc1 | . | 33 | -14 | -0.3 | . | -11 | -33 | 50 | 7 | -3 | 1
CCOC(=O)C1=NN(C(=O)COc2ccccc2)C(O)(c2ccc(Br)cc2)C1 (configuration not stated) | -3 | 11 | 0 | 0.1 | 96 | -7 | -11 | 7 | -9 | 7 | -3
Cc1cc(C)nc(N2CCC(C(=O)N3CCN(c4cc(Cl)ccc4C)CC3)CC2)n1 | -10 | 102* | -4 | -1.2 | 102 | -11 | -103 | 1 | -15 | -7 | .
COc1ccccc1NC(=O)NC1(C)CCS(=O)(=O)C1 (configuration not stated) | 1 | . | -5 | -0.3 | 117 | . | . | 23 | 5 | 6 | -1
CCCn1c(NC(=O)C2CCN(C(=O)c3ccc(F)cc3)CC2)nc2ccccc21 | 5 | 22 | -9 | -0.2 | 100 | -7 | -22 | 40 | -8 | -16 | 1

From PubChem BioAssay

An unsorted share of the library, and some 4.7% of all compounds hit somewhere here.
